# POLI inh – qHTS for Inhibitors of Polymerase Iota. DNA polymerase iota (Homo sapiens), Q9UNA4. Pol iota fluorescent replication assay, 10 min. Potency, µM (top dose mostly 115 µM), without a hit: at the highest dose activity, negative = inhibition, most hits filed as inhibitors. hit rate 1% among 390,000. AID 588590, 2011; note: potency is the fitted concentration of half-maximal effect
#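 Pol iota at 10 nM preincubated 15 min with compounds at room temperature; reaction started with fluorescent substrate, 50 nM final. Fluorescence read kinetically at 0 and 10 min; buffer-only wells as negative control.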
# ERG-DNA inh – qHTS for Small Molecule Inhibitors of the ERG Ets/DNA interaction. hit rate 0.028% among 370,000. Transcriptional regulator ERG (Homo sapiens), P11308. fluorescence polarization, His-ERG Ets domain / labelled DNA. Potency, µM (doses to about 76.9 µM), for inactives: top-dose FP activity, negative = inhibition, usual class: inhibitors; active = well fitted inhibition curve with a large enough effect in the polarisation, with a control signal flat; inconclusive = small, poorly fitted or top-dose-only effect, or effect the other way, or a change in a side signal; inactive = no such curve, though single readings can be large or run the other way; the % refers to the polarisation;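 note: polarization taken with two DNA probes labelled with fluorescein and Texas red; potency is the fitted concentration of half-maximal effect; % of control where 0% means no effect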
# Target sequence (P11308 whole entry, looked up, the tested form may be a part): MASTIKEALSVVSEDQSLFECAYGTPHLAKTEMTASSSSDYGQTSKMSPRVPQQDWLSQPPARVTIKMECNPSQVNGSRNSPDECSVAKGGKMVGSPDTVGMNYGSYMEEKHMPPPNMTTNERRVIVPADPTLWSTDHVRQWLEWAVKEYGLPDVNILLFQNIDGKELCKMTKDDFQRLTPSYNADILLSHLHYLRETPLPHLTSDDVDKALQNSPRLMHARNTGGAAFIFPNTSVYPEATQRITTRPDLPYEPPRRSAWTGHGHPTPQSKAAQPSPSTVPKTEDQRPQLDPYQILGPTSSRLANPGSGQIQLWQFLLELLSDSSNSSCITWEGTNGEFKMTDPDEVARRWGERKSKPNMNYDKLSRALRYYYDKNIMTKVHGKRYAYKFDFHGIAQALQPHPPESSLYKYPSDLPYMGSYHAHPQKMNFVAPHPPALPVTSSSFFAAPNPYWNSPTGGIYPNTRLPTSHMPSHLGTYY
#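 His-tagged ERG Ets domain (1 uM in the protein solution; 300mM KCl, 50mM Tris-HCl, 1mM EDTA, 1mM DTT, pH 7.5) received compound, then a probe mix of 5 nM fluorescein-DNA and 100nM Texas-615-DNA. Fluorescence polarization was read for both dyes.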
# Apoferritin bind – qHTS Assay for Identification of Novel General Anesthetics; Ferritin light chain (Equus caballus), P02791; apoferritin/1-aminoanthracene competitive binding, fluorescence; Potency, µM (titrated, usually from 77.5 µM), for the others: top-dose activity change, negative = displacement, most hits filed as inhibitors; hit rate 0.074% among 350,000; AID 485281, 2010; note: potency is the fitted concentration of half-maximal effect; % is set by controls: 0 for no effect and ±100 for the full control effect; nearly all actives have a fitted effect of over 20% in size
# Target sequence (P02791 2-175 limits assumed): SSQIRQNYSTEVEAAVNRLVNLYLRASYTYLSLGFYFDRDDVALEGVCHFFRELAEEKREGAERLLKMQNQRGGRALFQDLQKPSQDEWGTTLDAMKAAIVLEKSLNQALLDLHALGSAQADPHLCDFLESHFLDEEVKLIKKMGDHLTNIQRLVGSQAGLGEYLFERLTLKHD
#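 10 uM apoferritin + 50% sat. 1-AMA, PBS; cpd 10 min RT; Ex380/Em535 endpoint; normalized to free probe vs complex; 4-param Hill fit; propofol titration as pos. ctrl.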
# TRHR ag – qHTS for Small Molecule Agonists and Allosteric Enhancers of Human TRH Receptor: Primary Screen for Agonists | Thyrotropin-releasing hormone receptor (Homo sapiens), P34981 | hit rate 0.18% among 360,000 | TRHR cells, calcium flux fluo-8, FDSS agonist mode | activation, % at 2 µM; in the data active = activation above about 30%; note: 0% is about no effect
#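 TRHR-expressing cells loaded with fluo-8 calcium dye; 23 nL library compound pin-transferred, kinetic FDSS fluorescence (Ex 480/Em 530) recorded about 180 s for agonist-induced calcium release, before a 10 nM TRH EC20 addition for potentiator mode.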
# 12-LOX inh – Primary qHTS assay for inhibitors of human arachidonate 12S-lipoxygenase (ALOX12): Round 2; Polyunsaturated fatty acid lipoxygenase ALOX12 (Homo sapiens), P18054; purified 12hLO, xylenol orange hydroperoxide absorbance; Potency, µM (top dose mostly 108 µM), for inactives: top-dose activity change, negative = inhibition, hits mostly inhibitors; hit rate 1.1% among 580,000; AID 1671190, 2021; note: potency is the fitted concentration of half-maximal effect; % is set by controls: 0 for no effect and ±100 for the full control effect
#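 Hydroperoxide product was detected by ferrous iron/xylenol orange as the 573 to 405 nm absorbance ratio. Arachidonic acid at 40 uM (final) was turned over for 30 min at room temperature by 150 nM human 12hLO, pH 7.0 Hepes buffer, after 15 min compound preincubation.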
# Pol beta inh – qHTS Assay for Inhibitors of DNA Polymerase Beta. P06746. Pol beta primer extension/strand displacement, fluorescence kinetic. Potency, µM (doses to about 114 µM), without a hit: top-dose activity change, negative = inhibition, usual class: inhibitors. hit rate 1.3% among 340,000. AID 485314, 2010; note: potency is the fitted concentration of half-maximal effect; % is set by controls: 0 for no effect and ±100 for the full control effect
#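 Kinetic readout of DNA synthesis with strand displacement by Pol beta. Compound and 10 nM enzyme sit 15 min at room temperature; 50 nM substrate starts the reaction, read immediately and at 10 min.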
# APE1 inh – qHTS Assay for Inhibitors of the Human Apurinic/apyrimidinic Endonuclease 1 (APE1) | DNA repair nuclease/redox regulator APEX1 (Homo sapiens), P27695 | recombinant APE1, TAMRA/BHQ-2 abasic DNA cleavage fluorescence | Potency, µM (top dose mostly 65.8 µM), inactives show top-dose activity change, negative = inhibition, usual class: inhibitors | hit rate 0.35% among 350,000 | AID 2517, 2012;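 note: potency is the fitted concentration of half-maximal effect; plate controls were vehicle for no effect and reference inhibitor for full effect; nearly all actives have a fitted effect of over 55% in size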
# Target sequence (P27695 whole entry, looked up): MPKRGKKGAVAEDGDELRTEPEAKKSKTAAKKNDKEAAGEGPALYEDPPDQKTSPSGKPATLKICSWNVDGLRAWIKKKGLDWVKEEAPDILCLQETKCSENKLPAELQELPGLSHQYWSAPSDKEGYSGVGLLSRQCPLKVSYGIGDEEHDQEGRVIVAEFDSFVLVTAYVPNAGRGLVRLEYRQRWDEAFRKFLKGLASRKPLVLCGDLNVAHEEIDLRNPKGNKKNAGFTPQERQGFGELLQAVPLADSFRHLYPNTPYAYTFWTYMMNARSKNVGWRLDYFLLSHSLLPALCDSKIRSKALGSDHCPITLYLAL
#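 APE1 at 0.75 nM final was preincubated with compound 15 min at room temperature, then 50 nM double-stranded THF abasic-site substrate (5'-TAMRA/3'-BHQ-2) was added. Fluorescence (ex 525/em 598 nm) was read kinetically; third-minus-first read gave activity.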
# BLM inh – qHTS Assay for Inhibitors of Bloom's syndrome helicase (BLM) | AID 2528, 2010 | hit rate 0.2% among 350,000 | RecQ-like DNA helicase BLM (Homo sapiens), P54132 | recombinant BLM DNA unwinding, fluorescence dequenching | Potency, µM (doses to about 56.1 µM), for the others: top-dose activity change, negative = inhibition, hits mostly inhibitors;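 note: potency is the fitted concentration of half-maximal effect; plate controls were vehicle for no effect and no enzyme for full effect; nearly all actives have a fitted effect of over 35% in size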
# Pol kappa inh – qHTS for Inhibitors of Polymerase Kappa. DNA polymerase kappa (Homo sapiens), Q9UBT6. purified Pol kappa, fluorescent DNA synthesis assay, 10 min. Potency, µM (top dose mostly 107 µM), for the others: at the top dose activity, negative = inhibition, most hits filed as inhibitors. hit rate 0.53% among 400,000. AID 588579, 2011; note: potency is the fitted concentration of half-maximal effect; % is set by controls: 0 for no effect and ±100 for the full control effect
#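 Activity was followed as the change in fluorescence between reads at 0 and 10 min after starting the reaction with 50 nM substrate. Beforehand, 10 nM polymerase had been preincubated with compound for 15 min at room temperature.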
# The depositor's hits bear a star; i = inactive; ? = inconclusive; . = not tested or not shown; & = joins results of further samples; [ ] = another dose, or the depositor's remark. Unless noted, calls come from the whole dose curve; as a rule, active = well fitted curve in the direction sought with a large enough effect; inconclusive = small, poorly fitted or top-dose-only effect, or another doubt; inactive = no such curve, though single readings can be large; an effect the other way counts as inactive or inconclusive. This is a subset; count on the stated rates, not on these rows.
# Values in the order – POLI inh	ERG-DNA inh	Apoferritin bind	TRHR ag	12-LOX inh	Pol beta inh	APE1 inh	BLM inh	Pol kappa inh
[1] O=S(=O)(c1ccc(OCc2ccc(Br)cc2)cc1)N1CCOCC1
  38%[activator]	-5%	.	0.1	0%	.	1%	.	-6%
[2] Cc1cc(C)nc(SCc2cc(=O)c(OC(=O)c3cc([N+](=O)[O-])ccc3Cl)co2)n1
  90%[activator]	-1%	3%	0.1	?	1%	2%	-4%	-17%
[3] CC(CNC(=O)CN1C(=O)C(=O)N(C2CCCC2)C1=O)c1ccccc1 (centres undefined)
  -31%	-2%	.	-0.4	-20%	.	-3%	.	-6%
[4] Cc1ccccc1CC(=O)Nc1ccc(S(=O)(=O)N2CCOCC2)cc1
  41%[activator]	-9%	?	-0.1	i	-28%	5%	-1%	-1%
[5] COc1cc2c(cc1OC)CN(C(=O)CN1C(=O)NC3(CCC(C)CC3)C1=O)CC2 (centres undefined)
  14%	-14%	.	0.6	197%[activator]	.	15%	.	-20%
[6] CC(C)(C)OC(=O)C[C@@H]1C/C=C\C[C@@H](CC(=O)N[C@H](CO)Cc2ccccc2)C(=O)NC[C@H](c2ccccc2)OC1=O
  -16%	-14%	.	.	-6%	.	8%	.	8%
[7] COc1cc(OC)cc(C(=O)NCC(=O)OCC(=O)Nc2cc(S(C)(=O)=O)ccc2Cl)c1
  32%[activator]	-24%	-8%	-0.7	1%	13%	3%	0%	6%
[8] CCCCCCCCCC(=O)N1CCN(c2cc3c(cc2F)c(=O)c(C(=O)O)cn3CC)CC1
  1%	?	1%	-0.9	21%	1%	-24%	-2%	-16%
[9] COc1cccc(NC(=O)c2ccc(C(=O)c3ccccc3)o2)c1
  -6%	-1%	?	-1.2	i	21%	-8%	-7%	0%
[10] O=C(/C=C/c1cccc(Cl)c1)NCCN1CCOCC1
  33%[activator]	.	-10%	0.0	4%	14%	-9%	2%	-5%
[11] O=C(OCc1nc2ccccc2[nH]1)C1CCCCC1
  5%	3%	-9%	-0.1	0%	4%	10%	-2%	-11%
[12] OCc1ccnc2c(O)cccc12
  23%	0%	-15%	-1.1	-19%	12%	0%	5%	-12%
[13] CN(Cc1ccco1)C(=O)c1ccc(N2CCCC2=O)cc1
  7%	-11%	-10%	0.2	-23%	10%	-5%	-2%	-9%
[14] CCN(CC)S(=O)(=O)c1cccc(NC(=O)CNC2CCCCCC2)c1
  42%[activator]	-4%	-5%	-0.7	?	-24%	-3%	0%	1%
[15] Fc1ccc(-c2nc3cnccn3c2NC2CCCC2)cc1
  -16%	12%	-9%	0.1	-17%	-14%	1%	-5%	5%
[16] CN1CCN(c2ccc(C(=O)c3ccccc3)cc2[N+](=O)[O-])CC1
  14%	0%	-4%	0.5	-19%	-2%	7%	3%	-20%
[17] C/C=C/c1ccc(OCCCNC2CCCC2)c(OC)c1
  ?	5%	-14%	1.7	-36%	-4%	-1%	-10%	2%
[18] CCn1c(C(C)NC(=O)c2cccc(C)c2)nc2ccccc21 (centres undefined)
  -4%	11%	-4%	-1.6	-23%	-4%	-5%	-6%	-15%
[19] CCOc1ccc(N=C2NC(=O)C(CC(=O)O)S2)cc1 (centres undefined)
  -14%	16%	-5%	1.2	69%[activator]	2%	-1%	-1%	2%
[20] O=C(C1CCN(C2CC(=O)N(c3ccc(Cl)cc3)C2=O)CC1)N1CCOCC1 (centres undefined)
  6%	5%	-9%	0.2	0%	12%	-2%	-1%	-8%
[21] COc1ccc(-c2cc(C(F)(F)F)n3nc(C(=O)Nc4ccc(Cl)cc4C(F)(F)F)cc3n2)cc1OC
  12%	-3%	4%	-0.4	-10%	9%	.	-1%	1%
[22] COC(=O)CCCC(=O)N1CCC(CCC(=O)NCc2ccc(F)cc2)CC1
  30%[activator]	-8%	-6%	1.1	-5%	-1%	11%	-7%	7%
[23] CC(C)OCCCNC(=O)c1ccc2c(=O)n(Cc3ccc4c(c3)OCO4)c(=S)[nH]c2c1
  84%[activator]	-2%	-2%	-0.1	6%	11%	-10%	-2%	-8%
[24] O=C(CSc1c(F)c(F)cc(F)c1F)Nc1ccc(C2SCCS2)cc1
  -11%	-5%	-5%	0.6	3%	-11%	-1%	-3%	-17%
[25] CNc1nc(=O)n(C2CCCO2)cc1C (centres undefined)
  5%	-6%	.	.	-9%	.	.	.	5%
[26] CCOC(=O)c1c(-c2ccccc2)oc2ccc(OCC(=O)NN)cc12
  -10%	-8%	-24%	-0.1	58%[activator]	6%	-12%	-4%	-10%
[27] CNC(=O)CCC(=O)Nc1ccc(C)cc1
  9%	-6%	-2%	-0.8	0%	?	-2%	2%	-5%[60.1 µM]
[28] COc1cc(C=Nc2cccc(C)c2)c(O)c([N+](=O)[O-])c1
  2%	-2%	-14%	0.1	-29%	-11%	-2%	-18%	-17%
[29] CCOc1ccccc1NC(=S)NC(=O)C1CC1
  57%[activator]	-18%	-7%	-1.0	?	-4%	-9%	-6%	-2%
[30] CC[C@H](C)/C=C(C)/C=C/C1=CC2=CC(=O)[C@]3(C)OC(=O)[C@@H](C(C)=O)[C@@H]3C2=CO1
  22µM*	13%	153%[activator]	11	?	35µM*	-2%	-9%	79µM*
[31] Cc1ccc(SCC(=O)NC(=O)NCc2ccco2)cc1C
  .	.	-22%	0.9	.	40µM*	?	-13%	.
[32] Cc1ccc(-c2csc(-c3c(N)c(C(=O)c4ccc5c(c4)OCO5)n4ccccc34)n2)cc1C
  -2%	3%	-11%	0.2	?	24%	.	-5%	-1%
[33] COCc1cc(C)nc(SCC(=O)Nc2ccc(C)c(C)c2)c1C#N
  -4%	-3%	80%[activator]	-1.4	0%	-1%	-5%	-2%	-4%
[34] CCCSC1=C(C#N)C(c2cc(OC)ccc2OC)CC(=O)N1 (centres undefined)
  18%	3%	3%	-1.5	9%	2%	-4%	5%	-3%
[35] COc1ccc2cc(-c3cn4c(n3)sc3cc(F)ccc34)c(=O)oc2c1
  30%[activator]	-2%	4%	-0.1	?	-21%	.	-5%	7%[60.1 µM]
[36] Cc1ccc(NC(=O)c2cc(N3C(=O)C=CC3=O)ccc2N2CCOCC2)cc1
  93%[activator]	5%	?	3.1	10µM*	?	1%	-8%	-9%
[37] Cc1ccc(O)c(NC(=O)c2noc3c2CCc2ccccc2-3)c1
  6%	9%	-9%	0.6	-12%	-17%	1%	-2%	0%
[38] O=C1CCCC(O)=C1N=Nc1c(Cl)cc(C(F)(F)F)cc1Cl
  79µM*	?	-5%	-0.2	14%	?	?	-8%	?
[39] CC(OC(=O)CCCN=C1NS(=O)(=O)c2ccccc21)C(=O)Nc1ccccc1F (centres undefined)
  -3%	-10%	.	-0.1	9%	.	4%	.	-10%
[40] COc1ccc(C2CC(=O)N(CC(=O)NCC3CCCO3)c3ccccc3S2)cc1OC (centres undefined)
  37%[activator]	19%	-4%	-0.5	1%	14%	-5%	-11%	-7%[60.1 µM]
[41] O=C1NC2c3ccccc3C(=O)N2c2c1cnn2-c1ccccc1 (centres undefined)
  9%	4%	1%	-0.6	20%	1%	-7%	-8%	-7%
[42] Cc1ccc(O)c(C(=O)c2cc(C#N)c(=O)n(Cc3ccccc3)c2)c1
  -10%	-1%	-12%	3.1	-15%	-14%	-1%	-6%	-12%
[43] N#CC1=C(SCC(=O)NC23CC4CC(CC(C4)C2)C3)NC(=O)C(C#N)C12CCCCC2 (centres undefined)
  -10%	-3%	-16%	3.2	?	-2%	-5%	-5%	-8%
[44] CC(C)Oc1ccc(S(=O)(=O)N2CCOCC2)cc1NC(=O)Cc1c(F)cccc1Cl
  14%	-9%	.	0.0	-23%	.	-13%	.	-9%
[45] CC(C)C[C@@]12C(=O)N(c3cccc(Cl)c3)C(=O)N1[C@H](c1ccc(F)cc1)[C@@H]1C(=O)N(C3CCCCC3)C(=O)[C@@H]12
  0%	2%	.	0.2	15%	.	7%	.	-14%
[46] CCOc1ccc(OCc2ccc(C(=O)N(CC)CC)cc2)cc1
  -5%	-13%	?	-0.1	-7%	38%	18%	-2%	5%
[47] O=C(Nc1ccccc1)C1Cc2ccccc2CN1C(=O)c1ccco1 (centres undefined)
  -21%	-11%	-4%	-0.1	-13%	?	2%	-10%	-9%
[48] Cc1cc(C(=O)N2CCN(S(=O)(=O)c3ccc(C)c(C)c3)CC2)no1
  18%	5%	.	-0.3	2%&3%	.	9%	.	-20%
[49] Cc1cc(Cl)ccc1OCC(=O)N1C(C)CCCC1C (centres undefined)
  33%[activator]	-4%	?	-0.8	-1%	-20%	-2%	-14%	-6%
[50] C=CCn1c(SCC(=O)NCC2CCCO2)nc2scc(-c3ccccc3)c2c1=O (centres undefined)
  -1%	-13%	-6%	-0.1	0%	2%	20%	-2%	-5%
[51] NC(N)=NS(=O)(=O)c1ccc(NC(=S)NC(=O)c2ccncc2)cc1
  5%	-6%	-8%	1.4	-19%	0%	-6%[12.4 µM]	2%	-16%
[52] COc1ccc(CCC(=O)Nc2ccc(C(=O)c3ccncc3)cc2)cc1
  34%[activator]	1%	-17%	-0.6	-10%	1%	22%	1%	-2%
